PI5P4Ka inh: qHTS for Inhibitors of phosphatidylinositol 5-phosphate 4-kinase (PI5P4K); 1.2% of 330,000 active; max response, %; Phosphatidylinositol 5-phosphate 4-kinase type-2 alpha (Homo sapiens), P48426; PI5P4Kalpha enzyme, ADP-Glo luminescence, 60 min; active compounds read low; active = max response of -50% or lower; inconclusive = between -30% and -50%; inactive = -30% or higher; note: value at the top dose of about 77 µM; % is set by controls: 0 for no effect and ±100 for the full control effect
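ADP-Glo luminescence end-point after a 60 min room-temperature kinase reaction. PI5P4Kalpha and substrate in HEPES pH 7.4 buffer with EGTA, 0.1% CHAPS and 5% DMSO; ATP at 5 microM final.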
IL-2 act: qHTS of IL-2 Activators | activation, % (series mostly up to about 46 µM) | 0.065% of 360,000 active | IL-2 activation reporter assay, cell-based qHTS; stimulated with anti-CD3/CD4/CD28 beads; in transgenic mouse T cells; in the data active = activation above about 50%; inconclusive = mostly about 30% to 49%; note: 0% is about no effect
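Readout is EGFP and DsRed signal by fluorescent plate cytometry after 18 h at 37 degrees C. Transgenic mouse T cells (750/well) received compound for 60 min before bead stimulation (anti-CD3, anti-CD4, anti-CD28); memory T cells served as non-tolerant control.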
EPAC1 antagonist: qHTS for Antagonist of cAMP-regulated guanine nucleotide exchange factor 3 (EPAC1): primary screen; EPAC1 GEF assay, Rap1b-BODIPY-GDP exchange fluorescence; Potency, µM (titrated, usually from 115 µM), for the others: top-dose activity change, negative = inhibition, hits mostly inhibitors; 0.14% of 360,000 active; AID 720709, 2013;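 note: potency is the fitted concentration of half-maximal effect; plate controls were vehicle for no effect and positive control for full effect; nearly all actives have a fitted effect of over 50% in size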
Target sequence (O95398 whole entry, looked up): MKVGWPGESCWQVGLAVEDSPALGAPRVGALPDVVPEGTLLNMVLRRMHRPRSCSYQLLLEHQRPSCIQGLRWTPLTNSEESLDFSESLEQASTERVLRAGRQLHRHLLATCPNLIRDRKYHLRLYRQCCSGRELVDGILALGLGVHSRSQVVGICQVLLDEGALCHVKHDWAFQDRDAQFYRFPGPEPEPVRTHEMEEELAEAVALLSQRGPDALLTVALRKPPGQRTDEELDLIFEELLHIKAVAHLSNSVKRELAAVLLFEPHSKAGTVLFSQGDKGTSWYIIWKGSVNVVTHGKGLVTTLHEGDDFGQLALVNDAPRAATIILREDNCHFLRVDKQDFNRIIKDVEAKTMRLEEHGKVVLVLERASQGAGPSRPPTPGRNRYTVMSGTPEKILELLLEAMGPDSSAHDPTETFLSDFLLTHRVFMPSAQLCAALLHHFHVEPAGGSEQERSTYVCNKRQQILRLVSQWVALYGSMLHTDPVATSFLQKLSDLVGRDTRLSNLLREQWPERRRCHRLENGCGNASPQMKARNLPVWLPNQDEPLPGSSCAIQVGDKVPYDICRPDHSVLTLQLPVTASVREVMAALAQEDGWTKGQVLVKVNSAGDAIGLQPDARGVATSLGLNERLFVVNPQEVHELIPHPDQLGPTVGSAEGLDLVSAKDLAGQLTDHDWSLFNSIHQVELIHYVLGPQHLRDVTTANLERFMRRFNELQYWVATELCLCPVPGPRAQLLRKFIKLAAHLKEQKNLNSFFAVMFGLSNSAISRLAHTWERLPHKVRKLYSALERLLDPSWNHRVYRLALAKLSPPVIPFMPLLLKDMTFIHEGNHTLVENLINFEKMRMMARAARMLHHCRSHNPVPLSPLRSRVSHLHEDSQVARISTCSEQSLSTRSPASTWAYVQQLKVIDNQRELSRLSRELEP
EPAC1 agonist: qHTS for Agonist of cAMP-regulated guanine nucleotide exchange factor 3 (EPAC1): primary screen; Rap guanine nucleotide exchange factor 3 (Homo sapiens), O95398; EPAC1 agonist qHTS, biochemical assay; response scale: 100% = response to 6.5 mM cAMP; Potency, µM (titrated, usually from 154 µM), for inactives: at the top dose activation, actives largely listed as activators; 0.073% of 360,000 active; note: potency is the fitted concentration of half-maximal effect; nearly all actives have a fitted effect of over 60% in size
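Multi-concentration qHTS readout: loss of Rap1B-bound BODIPY-GDP fluorescence driven by 100 nM EPAC1 with excess GDP (50 uM), monitored kinetically at room temperature; agonist response expressed relative to 6.5 mM cAMP.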
WRN inhibitor: qHTS for Inhibitors of WRN Helicase; Bifunctional 3'-5' exonuclease/ATP-dependent helicase WRN (Homo sapiens), Q14191; Potency, µM (doses to about 114 µM), inactives show top-dose activity change, negative = inhibition, hits mostly inhibitors; 0.46% of 360,000 active; WRN helicase unwinding, fluorescent forked duplex, kinetic; AID 651768, 2012; note: potency is the fitted concentration of half-maximal effect; % is set by controls: 0 for no effect and ±100 for the full control effect; nearly all actives have a fitted effect of over 55% in size
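WRN at 20 nM final preincubated with compound 15 min at room temperature; reaction started with 100 nM fluorophore/quencher forked duplex oligonucleotide and 2 mM ATP final. Unwinding followed kinetically by red fluorescence (ex 525, em 598 nm).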
Abeta rescue: qHTS for compounds that reverse cellular toxicity of Amyloid beta (A-beta) peptide in yeast: Primary Screen. yeast expressing A-beta42, growth rescue, OD600, 48 h; response scale: 0% DMSO, 100% iron-clioquinol control. Potency, µM (series often up to 46.1 µM), without a hit: top-dose growth rescue, actives largely listed as activators. 0.063% of 410,000 active; note: potency is the fitted concentration of half-maximal effect; nearly all actives have a fitted effect of over 55% in size
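Growth rescue measured by 600 nm absorbance after 48 h yeast culture at 30 C with compound. Values normalized between DMSO and an equimolar ferric chloride plus clioquinol control.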
aSyn yeast inh: qHTS of alpha-syn Inhibitors; Yeast expressing alpha-synuclein, growth rescue, BacTiter-Glo, 24 h; Potency, µM (doses to about 46.1 µM), for inactives: at the highest dose growth rescue (activation), hits mostly activators; 0.14% of 370,000 active; note: potency is the fitted concentration of half-maximal effect; % of control where 0% means no effect; nearly all actives have a fitted effect of over 65% in size
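Readout is rescue of growth in alpha-synuclein-expressing yeast, so inhibitors of toxicity appear as activators. Growth after 24 hr at 30 deg C in galactose medium is quantified by luminescence.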
FUS suppressor: qHTS for Suppressors of FUS Proteinopathy: Primary screen using FUS-linked yeast assay | AID 1347120, 2019 | S. cerevisiae FUS-expressing, growth rescue, OD600, 24 h | Potency, µM (series often up to 76.6 µM), for the others: top-dose growth rescue (activation), usual class: activators | 0.24% of 390,000 active;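 note: potency is the fitted concentration of half-maximal effect; plate controls were DMSO vehicle for no effect and reference control for full effect; nearly all actives have a fitted effect of over 55% in size; some results filed as inactive show a strong effect at the top dose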
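Compound concentration series was pinned onto galactose-induced FUS-expressing yeast seeded at OD 0.005. Plates sat 24hr at 30C; absorbance at 600 nm gave growth. DMSO served as background control.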
PLK1 PBD block: qHTS for Inhibitors of PLK1-PDB (polo-like kinase 1 - polo-box domain): Primary Screen; Serine/threonine-protein kinase PLK1 (Homo sapiens), P53350; Plk1 PBD binding of FITC phosphopeptide, fluorescence polarization; Potency, µM, without a hit: max response, negative = inhibition, usual class: inhibitors; 2.8% of 360,000 active; note: potency is the fitted concentration of half-maximal effect; series mostly up to about 57 µM; % is set by controls: 0 for no effect and ±100 for the full control effect; nearly all actives have a fitted effect of over 65% in size
Numbers without * were called inactive; ? = inconclusive; · = not tested or not shown; & = joins results of further samples; [ ] = another dose, or the depositor's remark. Unless noted, calls come from the whole dose curve; as a rule, active = well fitted curve in the direction sought with a large enough effect; inconclusive = small, poorly fitted or top-dose-only effect, or another doubt; inactive = no such curve, though single readings can be large; an effect the other way counts as inactive or inconclusive.

compound	PI5P4Ka inh	IL-2 act	EPAC1 antagonist	EPAC1 agonist	WRN inhibitor	Abeta rescue	aSyn yeast inh	FUS suppressor	PLK1 PBD block
Cc1oc(-c2ccc(Cl)cc2)nc1CS(=O)CC(=O)NCc1ccccc1 (stereo not drawn)	-13	0.3	-25%	-13%	-2%	11%	8%	44%	-19%
CCC1CCCCN1c1nc2c(C=O)c(C)nn2c2ccccc12 (stereo not drawn)	-7	-5.8	-25%	18%	-17%	-17%	-5%	19%	-5%
O=C(Oc1coc(CSc2ncccn2)cc1=O)c1cccc([N+](=O)[O-])c1	-4	1.0	-1%	7%	-15%	8%	28%	24%	?
CC(=O)C1=C(C)NC(SCC(N)=O)=C(C#N)C1CC(C)C (stereo not drawn)	?	0.0	2%	-4%	?	9%	0%	?	-18%
Cc1cccc(-c2n[nH]c(S(C)(=O)=O)c2C#N)c1	-2	0.6	-5%	-9%	4%	4%	7%	-2%	0%
Cc1ccc(NC(=O)CSc2nc(C)c(C)c(C)n2)c([N+](=O)[O-])c1	-2	-0.1	-11%	-5%	-13%	11%	5%	·	-8%
O=C(COC(=O)c1ccc[nH]c1=O)Nc1ccc(S(=O)(=O)N2CCCC2)cc1	-22	0.9	9%	-7%	5%	-9%	-10%	18%	-3%
CCOc1cc(CNn2cnnc2)cc(Br)c1OCC(=O)NC1CCCCC1	·	-1.8	4%	4%	0%	9%	7%	36%	1%
COCCCNS(=O)(=O)c1ccc(S(=O)(=O)N2CCCC2)cc1	-4	-1.4	4%	-8%	-2%	-3%	-1%	15%	-5%
Cc1ccc(CNC(=O)CSCc2cccc(F)c2)cc1	-8	-1.2	-13%	-2%	-4%	-8%	17%	11%	21µM*
O=C(CNC(=O)c1ccc2c(=O)n3c(nc2c1)CCC3)Nc1ccc(F)c(F)c1	-1	-2.0	10%	3%	2%	3%	-5%	0%	1%
CCCCc1nnc(NC(=O)CCc2ccccc2)s1	2	-0.6	-30%	10%	8%	1%	-9%	-22%	-11%
N#C/C(C(=O)N1CCCCC1)=C1/N=C(NC(=O)c2ccc(F)cc2)c2ccccc21	1	-1.0	-8%	16%	-9%	10%	-7%	7%	0%
Cc1ccc2cc3c(NS(=O)(=O)c4cccc5nonc45)nn(CC(C)C)c3nc2c1	-1	0.1	-16%	-4%	-7%	2%	1%	10%	?
COc1cc(NC(=O)c2cc(C)nc3ccccc23)cc(OC)c1OC	3	0.9	13%	4%	-1%	4%	-2%	8%	5%
COc1cc(/C=N/Nc2ccccn2)ccc1O	1	0.9	5%	5%	9%	-11%	-3%	5%	-6%
CCCCN(C)Cc1c(C)[nH]c2ccc(Cl)cc2c1=O	·	-2.6	-4%	0%	5%	13%	-3%	-5%	0%
Cc1ccc(N/N=C/C=C/c2ccco2)cc1	2	-1.1	10%	9%	-18%	-1%	-14%	16%	-20%
OCCSc1ncnc2c1oc1ccccc12	0	0.0	26%	4%	8%	-12%	-1%	14%	-7%
Cc1ccc(CNCC2CCCO2)o1 (stereo not drawn)	0	0.9	-1%	0%	-2%	8%	3%	-14%	-5%
COc1ccccc1CC(=O)NN1C(=O)c2ccccc2C1=O	2	0.4	-5%	12%	-32%[57.1 µM]	7%	4%	-6%	-7%
Cc1ccc(OCC(=O)NC2CCSc3ccccc32)cc1 (stereo not drawn)	1	0.2	-19%	5%	-25%	-13%	2%	21%	-18%
CCOC(=O)Cn1c(CN(C)Cc2ccccc2)nc2c1c(=O)n(C)c(=O)n2C	2	4.7	-3%	-7%	-13%	12%	0%	-2%	-6%
CC(C)c1ccc(O)c(C(=O)c2cnn(-c3ccccc3)c2)c1	1	-4.9	-10%	3%	-8%	-7%	-27%	12%	2%
Clc1ccc(-c2csc(N/N=C/c3ccco3)n2)cc1	-11	-5.3	-9%	3%	-8%	-3%	-28%	37%	0%
Cc1cc(C(=O)CN2C(=O)c3ccccc3S2(=O)=O)c(C)n1CC1CCCO1 (stereo not drawn)	-3	0.9	-2%	0%	2%	7%	7%	29%	0%
CN(C)C(=O)C1Cc2ccccc2CN1S(=O)(=O)c1ccc(F)cc1 (stereo not drawn)	3	-3.0	-7%	4%	0%	-5%	-8%	-18%	-10%
O=C(CCCN1C(=O)/C(=C/c2ccccc2)SC1=S)Nc1cccc(O)c1	1	-2.0	3%	1%	3%	0%	4%	14%	-4%
CCCCC(=O)N(c1ccc(OCC)cc1)C1C=CS(=O)(=O)C1 (stereo not drawn)	·	-1.4	4%	-5%	0%	8%	-2%	4%	-5%
CC(C)c1ccc(NC(=S)N2CCN(C)CC2)cc1	-1	0.5	17%	-1%	2%	-15%	0%	3%	-1%
CC(=O)c1ccc(N2CCN(c3ccc(C(F)(F)F)cn3)CC2)cc1	1	0.6	-8%	4%	7%	-6%	-5%	·	-9%
CCn1cc(C(=O)NCc2ccccc2F)c(=O)c2ccc(C)nc21	-6	0.5	4%	-4%	-1%	27%	2%	3%	5%
CCCN(C)C1CN(Cc2cn(Cc3ccc(C(F)(F)F)cc3)nn2)S(=O)(=O)C1 (stereo not drawn)	0	1.0	2%	-3%	4%	-11%	-1%	-5%	-18%
CCOc1ccccc1Oc1ccc(C(F)(F)F)cn1	6	0.4	-2%	-2%	-4%	4%	1%	?	-5%
CCn1c(SCC(=O)NCc2ccc3c(c2)OCO3)nc2c(c1=O)SCC2	2	0.9	-12%	11%	-6%	-4%	3%	11%	2%
CCC(c1nnnn1CS(=O)(=O)c1ccc(C)cc1)N1CCC(C(N)=O)CC1 (stereo not drawn)	-1	-0.2	-9%	0%	-10%	0%	1%	29%	-14%
COc1ccc(/C=C/c2ccc3c(Br)ccc(O)c3n2)cc1	0	2.2	-6%	4%	5%	-18%	?	5%	-14%
O=c1c(-c2cccs2)nc2ccccc2n1C(c1ccccn1)c1nc2ccccc2[nH]1 (stereo not drawn)	-7	-0.5	-6%	9%	2%	10%	21%	16%	-1%
CN(C)c1ccc(-n2cccc2/C=N/n2cnnc2)cc1	-4	0.2	9%	6%	-8%[57.1 µM]	-11%	2%	-5%	4%
COc1ccc2c(=O)c3c(=O)n(-c4ccccc4)c(-c4ccco4)nc3oc2c1	0	-1.8	-7%	4%	3%	6%	-5%	-3%	-9%
COc1cc(C(=O)NCCC(=O)N2CCN(C)CC2)cc(OC)c1OC	3	1.5	0%	-6%	1%	-6%	0%	-3%	6%
CC1(C(=O)NC2CCCC2)CCC(=O)N1C1CCN(Cc2ccccc2)CC1 (stereo not drawn)	3	0.4	6%	8%	3%	-5%	-13%	-27%	-4%
CC[C@H](C)[C@H]1CNC(=S)N1CC1CCN(CC2CCC(C)CC2)CC1 (stereo partly drawn)	-13	1.2	-15%	-18%	-3%	-12%	-4%	1%	-8%
O=C(Cc1cccs1)NCc1cc(Cl)cc(Cl)c1	3	0.6	-18%	-2%	13%	-2%	13%	3%	-5%
Cc1cc(=O)oc2c(C)c(OC(C)C(=O)NCCCn3ccnc3)ccc12 (stereo not drawn)	14	0.6	18%	-6%	9%	-2%	-1%	-6%	-9%
Cc1cn(C2OC(COC(=O)c3ccccc3)C(O)C2O)c(=O)[nH]c1=O (stereo not drawn)	·	-1.2	-10%	11%	-12%	-12%	0%	15%	-8%
COc1ccc(NC(=O)C2CCC(CNS(=O)(=O)c3cccs3)CC2)cc1 (stereo not drawn)	4	0.3	-8%	10%	11%	11%	-4%	17%	-16%
CC(OC(=O)c1cccnc1)C(=O)NCc1ccc2c(c1)OCO2 (stereo not drawn)	3	-1.9	5%	12%	-16%	8%	0%	·	1%
COc1ccc(CNC(=O)Nc2cccc3ccccc23)cc1	-4	-0.1	-17%	3%	0%	7%	6%	-2%	-4%
Cc1ccc(NC(=O)CSc2ccccc2NC(=O)c2ccccc2)cc1Cl	3	0.5	-4%	-6%	6%	25%	-4%	·	-1%
Cc1ccc(S(=O)(=O)Cn2nnnc2C(c2ccc(F)cc2)N2CCC(C(N)=O)CC2)cc1 (stereo not drawn)	0	-2.5	14%	-9%	-4%	9%	-9%	3%	-1%
Cc1ccc(-c2onc3ccc(C4(C)OCCO4)cc23)cc1	8	-0.2	-1%	9%	-9%	-7%	2%	24%	-18%
Cc1ccc(C)c(NC(=O)c2oc(=O)c3ccccc3c2-c2ccccc2)c1	1	-0.6	-2%	5%	-7%	-22%&-12%	0%	39%	-2%
Cc1ccc(C)c(N(C(=O)CS(=O)CC(=O)Nc2ccc3c(c2)OCO3)C(C)C(=O)NC2CCCC2)c1 (stereo not drawn)	-2	4.1	10%	5%	-1%	6%	5%	15%	-2%
O=C(CCl)N1CCN(CC(=O)N2CCCC2)CC1	-6	-1.8	10%	2%	8%	-14%	0%	-15%	7%
